Coupling enz = counter-screen for Giardia aldolase inhibitors: coupling enzyme system | AID 2472 | coupling enzyme system counterscreen, AmpLite Red fluorescence | actives 0.67% (n = 290,000) | activity change, negative = inhibition, % at 58.2 µM, hits read low; in the data active = activity change below about -30%; note: % is set by controls: 0 for no effect and ±100 for the full control effect
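Activity here indicates interference with the coupling reaction, not aldolase inhibition. Compounds at 57.5 uM final met coupling enzymes for 10 min at RT; substrate and AmpLite Red detection followed, with a 525/598 nm fluorescence read after 20 min.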
VP16 counter = counter-screen for ROR gamma inhibitors: Gal4-VP16 reporter. Drosophila S2 Gal4-VP16 UAS-luciferase, luminescence, 20 h. Potency, µM (top dose mostly 53.6 µM), without a hit: top-dose activity, negative = inhibition, hits mostly inhibitors. actives 3.5% (n = 310,000);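 note: Gal4-VP16 expression switched on by copper sulfate through the metallothionein promoter; potency is the fitted concentration of half-maximal effect; % is set by controls: 0 for no effect and ±100 for the full control effect; nearly all actives have a fitted effect of over 50% in size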
NPC1 prom act = NPC1 promoter activation. Huh7 NPC1 promoter luciferase reporter, 24 h. Potency, µM (highest dose often 9.22 µM), without a hit: at the top dose activation, hits mostly activators. actives 2.4% (n = 320,000). AID 485313;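 note: potency is the fitted concentration of half-maximal effect; % of control where 0% means no effect; nearly all actives have a fitted effect of over 60% in size; reporter is driven by a mutant NPC1 promoter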
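Readout is luciferase luminescence, reflecting NPC1 promoter activation in stably transfected Huh7 cells after 24 h compound exposure at 37 °C in reduced-serum medium with 10% FBS.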
Rab9 promoter act = activates the Rab9 promoter; Huh7 Rab9 promoter-luciferase reporter, luminescence, 24 h; Potency, µM (series often up to 9.22 µM), without a hit: top-dose activation, negative = inhibition, most hits filed as activators; actives 2.8% (n = 320,000); note: potency is the fitted concentration of half-maximal effect; % of control where 0% means no effect; nearly all actives have a fitted effect of over 60% in size
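Cell-based reporter: Huh7 stable for Rab9 promoter-driven luciferase, plated in reduced-serum medium with 10% FBS at 1500 cells/well, compound-treated 24 h at 37 °C, luminescence read after 10 min reagent.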
Giardia kill = Giardia lamblia killing; Giardia lamblia trophozoite viability; AID 540267; actives 0.15% (n = 340,000); activity change, % at 7.66 µM, hits read low; in the data active = activity change below about -80%; inconclusive = between about -30% and that limit;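 note: parasites exposed to compound for two days anaerobically before the ATP read; % is set by controls: 0 for no effect and ±100 for the full control effect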
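Luminescence from cellular ATP indicates surviving trophozoites (100 cells/well) following 48 hrs anaerobic compound treatment at 37 deg C; signal develops 15-30 min at room temperature.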
FLuc modulator = firefly luciferase modulation, counter-screen for miR-21 project; actives 6.9% (n = 360,000); purified FLuc, Km substrates, luminescence inhibition; Potency, µM (top dose mostly 57.5 µM), for inactives: at the highest dose activity change, negative = inhibition, actives largely listed as inhibitors; AID 588342;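 note: potency is the fitted concentration of half-maximal effect; plate controls were vehicle for no effect and reference inhibitor for full effect; nearly all actives have a fitted effect of over 55% in size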
Target sequence (P08659 whole entry, looked up): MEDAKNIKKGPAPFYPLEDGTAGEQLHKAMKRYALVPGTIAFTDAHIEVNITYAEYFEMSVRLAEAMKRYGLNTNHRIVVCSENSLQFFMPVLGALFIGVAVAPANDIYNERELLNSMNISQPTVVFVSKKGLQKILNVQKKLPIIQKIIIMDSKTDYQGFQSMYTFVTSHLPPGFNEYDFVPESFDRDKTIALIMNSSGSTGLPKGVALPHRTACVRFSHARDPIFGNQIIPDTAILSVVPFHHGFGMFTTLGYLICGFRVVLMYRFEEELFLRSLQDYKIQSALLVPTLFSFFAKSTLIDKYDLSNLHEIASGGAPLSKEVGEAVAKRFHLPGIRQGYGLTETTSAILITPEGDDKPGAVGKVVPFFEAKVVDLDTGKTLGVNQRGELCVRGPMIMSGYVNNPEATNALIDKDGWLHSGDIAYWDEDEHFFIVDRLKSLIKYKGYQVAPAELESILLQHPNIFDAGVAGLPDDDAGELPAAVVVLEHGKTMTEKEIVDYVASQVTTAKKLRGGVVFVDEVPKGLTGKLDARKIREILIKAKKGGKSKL
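Biochemical qHTS of compounds, final roughly 60 µM downward over six points, against 10 nM purified firefly luciferase using Km concentrations of substrates (10 uM D-luciferin, 10 uM ATP) in Tris acetate pH 7.5 buffer; luminescence output.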
KCNH2 3.1 block = inhibitors of human KCNH2 3.1 potassium channel isoform | U2OS KCNH2 3.1, thallium flux FluxOr; hits give low values | activity change, % (tested at about 1.8 µM) | actives 0.95% (n = 340,000) | AID 720553;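 active = maximum activity change below -70%; inconclusive = maximum activity change from -70% to -50%; inactive = maximum activity change above -50%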;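 note: thallium influx rate constant from kinetic fluorescence after stimulation buffer; % is set by controls: 0 for no effect and ±100 for the full control effect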
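Thallium flux via FluxOr fluorescence (Red40 quencher, 45 min loading) in U2OS cells virally expressing the KCNH2 3.1 isoform (1.77 x 10^8 /mL virus, overnight at 37 C). Rate constants from 2-min kinetic reads post-stimulation, normalised to positive and negative controls.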
ELG1 genotoxic = genotoxicity induction in ELG1-luciferase HEK293T cells. HEK293T ELG1-luciferase reporter, luminescence, 16 h. Potency, µM (titrated, usually from 46 µM), inactives show top-dose activity change, positive = activation, actives largely listed as activators. actives 1.3% (n = 330,000); note: potency is the fitted concentration of half-maximal effect; % of control where 0% means no effect; nearly all actives have a fitted effect of over 60% in size
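Luminescence read-out: rising ELG1-luciferase signal, reflecting elevated ELG1 protein under genetic stress, flags genotoxic compounds. Cells were treated for 16 hr at 37 °C before ONE-Glo detection.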
Tb PFK block = inhibitors of T. brucei phosphofructokinase. AID 485367. T. brucei PFK, ADP-Glo luminescence. actives 0.17% (n = 330,000). Potency, µM (highest dose often 57.5 µM), inactives show at the highest dose activity, negative = inhibition, actives largely listed as inhibitors. O15648;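 note: potency is the fitted concentration of half-maximal effect; 0% = uninhibited 1x PFK enzyme wells and -100% = no-enzyme wells; nearly all actives have a fitted effect of over 60% in size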
Target sequence (O15648 whole entry, looked up): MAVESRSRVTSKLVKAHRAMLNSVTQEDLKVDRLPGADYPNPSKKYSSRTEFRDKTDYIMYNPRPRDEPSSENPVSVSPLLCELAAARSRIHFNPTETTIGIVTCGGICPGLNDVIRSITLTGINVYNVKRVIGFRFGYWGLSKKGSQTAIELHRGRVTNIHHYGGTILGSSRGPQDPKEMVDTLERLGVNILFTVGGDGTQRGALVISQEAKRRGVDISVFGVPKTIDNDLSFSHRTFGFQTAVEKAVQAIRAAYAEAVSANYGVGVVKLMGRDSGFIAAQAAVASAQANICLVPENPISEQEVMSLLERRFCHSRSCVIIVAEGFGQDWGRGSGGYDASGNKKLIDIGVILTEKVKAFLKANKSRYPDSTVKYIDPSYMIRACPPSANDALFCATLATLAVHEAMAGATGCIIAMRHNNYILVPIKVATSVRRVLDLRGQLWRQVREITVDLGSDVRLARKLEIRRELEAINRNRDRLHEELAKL
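PFK 1.25 nM, F6P 0.5 mM, ATP 0.1 mM, 0.1 M TEA pH 8.0, 5 mM MgCl2, 0.01% Tween20, 0.1% BSA; 45 min RT. ADP-Glo readout. qHTS titration up to 57 uM; curves fitted, compounds curve-classed.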
RORgamma inh = ROR gamma (mouse) transcription inhibition; P51450; Drosophila S2 Gal4-RORgamma UAS-luciferase reporter, 20 h; Potency, µM (doses to about 53.6 µM), without a hit: top-dose activity change, negative = inhibition, actives largely listed as inhibitors; actives 5.4% (n = 310,000); note: potency is the fitted concentration of half-maximal effect; % is set by controls: 0 for no effect and ±100 for the full control effect; nearly all actives have a fitted effect of over 60% in size
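Luciferase reporter read in Schneider cells carrying Gal4-RORγ (mouse) and UAS-Photinus luciferase; cells given compound 1 h before 700 uM copper sulfate induction, then incubated 20 h at ambient temperature.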
uPA surface inh = inhibitors of cell surface uPA generation. AID 540303. actives 0.31% (n = 330,000). cell surface uPA generation assay, qHTS. Potency, µM (titrated, usually from 38.3 µM), for inactives: top-dose activity change, negative = inhibition, actives largely listed as inhibitors; active = well fitted inhibition curve with a large enough effect; inconclusive = small, poorly fitted or top-dose-only effect; inactive = no such curve, though single readings can be large or run the other way; tested in mouse RAW 264.7 cells; note: potency is the fitted concentration of half-maximal effect; % is set by controls: 0 for no effect and ±100 for the full control effect; nearly all actives have a fitted effect of over 55% in size
Active calls of the source: *; ? = inconclusive; . = not tested or not shown; [ ] = dose if it differs, or a comment. Unless noted, calls come from the whole dose curve; as a rule, active = well fitted curve in the direction sought with a large enough effect; inconclusive = small, poorly fitted or top-dose-only effect, or another doubt; inactive = no such curve, though single readings can be large; an effect the other way counts as inactive or inconclusive. Compounds as they come; overall some 14% were active at least once.

SMILES | Coupling enz | VP16 counter | NPC1 prom act | Rab9 promoter act | Giardia kill | FLuc modulator | KCNH2 3.1 block | ELG1 genotoxic | Tb PFK block | RORgamma inh | uPA surface inh
O=C(Nc1ccc([N+](=O)[O-])cc1)Nc1ccon1 | . | -1.0% | -11.9% | -15.9% | 17.6 | 1.0% | 2.7 | -3.0% | ? | 12.8% | -14.5%
CCOc1ccc(N2C(=O)Nc3ccccc3C2(O)C(=O)NCc2ccco2)cc1 (centres undefined) | 2.7 | -2.3% | -2.1% | 9.9% | 24.2 | -0.6% | -2.6 | -0.1% | -1.3% | 22.7% | 2.8%
COc1ccccc1C(=O)NCCC(=O)N1CCN(c2ccccc2Cl)CC1 | . | . | 1.1% | -2.1% | 2.1 | 3.4% | -0.3 | -12.5% | -10.1% | . | -3.1%
CCC(C)N1C(=O)CCC1C(=O)NCc1ccc2c(c1)OCO2 (centres undefined) | 1.1 | -7.0% | -0.1% | -1.1% | 8.8 | 0.3% | -0.3 | 2.9% | -0.6% | 10.7% | 2.3%
COc1cccc(CNc2ncc(Br)cc2Br)c1O | -0.7 | 1.5% | ? | ? | 18.0 | 26.9µM* | 0.0 | 13.5% | -1.3% | ? | 3.6%
O=C(O)c1ccc(-c2ccc(/C=c3/sc4nc5ccccc5n4c3=O)o2)cc1Cl | -4.3 | -23.6% | 4.9% | 12.2% | -7.5 | 19µM* | 3.8 | -0.1% | -18.7% | -25.7% | 1.3%
Cc1ccc(O)c(C(=O)c2cnn(C(=O)COc3ccccc3C#N)c2)c1 | 0.5 | -5.4% | -3.4% | 1.0% | . | -1.4% | . | -8.9% | 4.4% | 7.1% | .
COc1ccc(N2C(=O)CCC(C(=O)NCCN3CCOCC3)C2c2ccc(OC)c(OC)c2)cc1 (centres undefined) | -9.6 | -5.9% | 3.4% | 0.7% | -8.0 | 1.2% | -5.0 | 2.7% | -0.4% | -9.5% | 5.9%
CN(c1ccccc1C(=O)NC1CCCCC1)S(=O)(=O)c1ccccc1 | 0.2 | 9.2% | -1.4% | -2.7% | -12.5 | -1.3% | 2.0 | 0.9% | -3.3% | -3.3% | 3.5%
Fc1ccc(NC(=S)Nc2ccccc2OC(F)F)cc1Cl | -2.7 | ? | 0.7% | -1.0% | -16.3 | 1.1% | -12.6 | -10.9% | ? | ? | -0.3%
CSCCC(NC(=O)c1cc(C)oc1C)C(=O)O (centres undefined) | -0.4 | 0.3% | 2.1% | 1.8% | -12.8 | 0.9% | . | -1.5% | -3.7% | ? | 0.2%
CCCCCOc1ccc(C(=O)OCC(=O)Nc2cc(C)c(C)cc2[N+](=O)[O-])cc1 | 3.3 | -1.5% | -8.0% | -14.3% | -21.0 | -1.3% | -2.1 | -1.4% | 5.4% | 16.0% | 4.4%
C#CCOc1ccccc1C(N)=O | 2.1 | -11.3% | -0.5% | -1.5% | 4.4 | -1.9% | 5.8 | -1.4% | -3.2% | -0.3% | -1.6%
Cc1ccc(NC2CCCN(C(=O)c3ccc4nccnc4c3)C2)cc1C (centres undefined) | . | -1.9% | 1.5% | -4.8% | 0.8 | 16.5% | . | 5.6% | 1.8% | -10.4% | 1.1%
COCc1ccc(C(=O)N2CCCC(Nc3ccc4c(c3)OCCO4)C2)o1 (centres undefined) | -0.7 | -3.5% | -0.9% | -3.1% | -2.5 | ? | -3.3 | 6.5% | 3.1% | 63.8% | -15.1%
CC(CC(=O)O)CC(=O)Nc1ccc(Br)cc1 (centres undefined) | 5.3 | -1.1% | -2.1% | 3.8% | 6.2 | -0.1% | -0.8 | -0.5% | -3.1% | 4.2% | 0.1%
COc1cc(C=O)ccc1OCCCOc1ccccc1[N+](=O)[O-] | -4.4 | ? | 0.7% | -3.9% | 15.2 | ? | -6.1 | ? | -3.8% | -43.8% | -10.8%
COc1ccc(CN(C)C(=O)COC(=O)c2c(-c3ccccc3Cl)noc2C)cc1 | 2.3 | -0.1% | -3.3% | -0.4% | 6.6 | -10.6% | 8.7 | -7.7% | -3.4% | ? | 2.3%
O=C(COc1ccccc1-c1ccccc1)NNC(=O)NC1CCCCC1 | 0.6 | 1.9% | 1.2% | 0.8% | -9.5 | 2.1% | -17.4 | -6.4% | -2.7% | 16.8% | 1.7%
Cc1cc(C(C)(C)C)oc1C(=O)N(CC(=O)NC1CCCC1)c1cccc(C(F)(F)F)c1 | -6.4 | -17.9% | -0.5% | -28.4% | -12.0 | 5.9% | -9.2 | -14.0% | -1.9% | -1.1% | 8.2%
CN1OC(COC(=O)c2ccc(Cl)cc2Cl)CC1c1ccccc1 (centres undefined) | 4.5 | -4.4% | -4.4% | 2.3% | -5.7 | ? | -3.7 | 1.6% | 0.4% | 4.1% | -0.7%
COc1cccc(-c2cc(C(=O)Nc3ccc(OC)c(OC)c3)no2)c1 | 2.5 | -17.5% | -3.6% | -0.3% | -6.9 | -14.1% | 13.0 | 1.0% | 2.1% | ? | .
CC1CC(c2ccccc2)n2nc(NC(=O)CCc3ccccc3)nc2N1 (centres undefined) | 7.1 | -0.9% | -3.9% | 1.0% | 15.4 | 4.4% | -4.3 | 1.1% | 2.0% | -0.3% | -10.7%
O=S(=O)(c1ccc2nc(-c3ccccc3)[nH]c2c1)N1CCN(c2cccc(Cl)c2)CC1 | -1.1 | -7.8% | -2.8% | -2.1% | -2.3 | 4.2% | 0.5 | 5.7% | 0.1% | -8.1% | -3.7%
CCN(CC)C(=O)[C@H]1C[C@H](CC(=O)NC(C)(C)C)C(=O)N2CCc3c([nH]c4cc(CCC(=O)N(C)C)ccc34)[C@]12C | . | . | . | . | -10.3 | . | -6.5 | 7.5% | -0.1% | . | -5.7%
CCCCNC(=O)[C@@H]1CCCN1S(=O)(=O)c1cccc2cccnc12 | . | . | -0.5% | 0.7% | -21.7 | -2.8% | 2.1 | -2.3% | 5.9% | . | 1.4%
CCOC(=O)c1ccc(N/C(=N/S(=O)(=O)c2ccccc2)c2ccccc2)cc1 | -0.6 | -3.3% | -2.0% | -4.5% | 12.9 | -0.7% | 11.8 | -5.2% | 1.2% | 17.7%[10 µM] | -2.9%
COC(=O)c1cc[n+](CC(=O)c2ccccc2)cc1 | -0.4 | 3.7% | -0.3% | -5.2% | -8.9 | -1.6% | 2.6 | 9.9% | -1.8% | 18.9% | -5.0%
COc1cccc(CN2CCN(Cc3cc4ccccc4o3)CC2CCO)c1 (centres undefined) | 1.0 | 5.0% | -1.5% | 7.0% | 7.4 | -0.9% | -12.4 | -7.3% | -0.1% | 6.3%[1.91 µM] | -1.8%
Oc1ccccc1Cn1nnc2ccccc21 | -0.6 | -2.9% | 2.4% | 5.7% | 12.9 | 6.4% | -3.1 | 0.1% | 0.6% | 0.5% | -1.2%
O=C(CSc1ccccc1)NCC(c1ccco1)N1CCCCC1 (centres undefined) | . | . | -5.0% | -2.1% | -7.3 | 0.8% | -5.8 | 0.9% | -3.0% | . | 8.2%
COc1ccc(OC)c(/C=N/NC(=O)c2cnccn2)c1 | 0.3 | 3.1% | 1.5% | -5.9% | 7.6 | -0.5% | 4.2 | -0.2% | 9.1% | 15.7% | -3.0%
C=CCNC(=S)NCC=C | 1.2 | 4.0% | 1.2% | -5.8% | 4.4 | -0.7% | 0.3 | -1.6% | 0.7% | 0.0% | 2.8%
CCOC(=O)c1ccc(-c2ccc(/C=N/NC(=O)Cc3nnc(N)s3)o2)cc1 | -6.3 | 4.7% | 2.51µM* | 3.16µM* | 4.8 | ? | 0.0 | 14.1% | 1.9% | 0.7% | -1.8%
COc1ccccc1NS(=O)(=O)c1ccc(C(=O)N2CCCCCC2)cc1 | . | . | . | . | -10.6 | . | 3.6 | -3.1% | 0.0% | . | -2.0%
CCCN1C(=O)C2(OCCO2)c2cc(Cl)ccc21 | 0.4 | -1.7% | -2.7% | -1.4% | 5.1 | 3.5% | -15.2 | 2.5% | -1.9% | -10.0% | -20.6%
O=C(Nc1cnn(Cc2ccc(Cl)cc2)c1)c1cccs1 | 0.3 | -8.5% | -1.8% | -1.5% | 9.4 | ? | 14.2 | 0.3% | -14.3% | ? | 2.7%
COc1ccc(C(=O)Nc2ccccc2N2CCCCC2)cc1[N+](=O)[O-] | -1.6 | -1.6% | -0.5% | -11.9% | -19.0 | -1.9% | 21.5 | -11.7% | -2.7% | 13.7% | -27.2%
O=C(Cc1ccccc1)N1CCN=C1SCc1cccc([N+](=O)[O-])c1 | -1.5 | -1.1% | -8.4% | -11.2% | -3.7 | 0.6% | -5.0 | 0.1% | -7.8% | 37.5% | 7.0%
C#CCOCCOCCOCCNc1nc(N2CCN(C(=O)CCCCCCCCCCNC(=O)Cn3cc(CCCCCN)nn3)CC2)nc(N2CCN(C(=O)CCCCCCCCCCNC(=O)Cn3cc(CCCCCN)nn3)CC2)n1 | . | . | 0.0% | 6.4% | 0.8 | 2.5% | -0.1 | -0.8% | ? | . | -13.1%
